Bioassay records as filed in PubChem BioAssay.
JMJD2A Tudor inh – qHTS Assay for Inhibitors of JMJD2A-Tudor Domain | Lysine-specific demethylase 4A (Homo sapiens), O75164 | AlphaScreen JMJD2A-Tudor / H3K4me3 peptide binding | Potency, µM (highest dose often 114 µM), for inactives: at the highest dose activity change, negative = inhibition, usual class: inhibitors | 390,000 compounds, 4.4% hits | AID 504339, 2011; further: on the % scale 0 is the no-effect control and ±100 the full control effect; nearly all actives have a fitted effect of over 50% in size
Target sequence (O75164 whole entry, looked up, the tested form may be a part): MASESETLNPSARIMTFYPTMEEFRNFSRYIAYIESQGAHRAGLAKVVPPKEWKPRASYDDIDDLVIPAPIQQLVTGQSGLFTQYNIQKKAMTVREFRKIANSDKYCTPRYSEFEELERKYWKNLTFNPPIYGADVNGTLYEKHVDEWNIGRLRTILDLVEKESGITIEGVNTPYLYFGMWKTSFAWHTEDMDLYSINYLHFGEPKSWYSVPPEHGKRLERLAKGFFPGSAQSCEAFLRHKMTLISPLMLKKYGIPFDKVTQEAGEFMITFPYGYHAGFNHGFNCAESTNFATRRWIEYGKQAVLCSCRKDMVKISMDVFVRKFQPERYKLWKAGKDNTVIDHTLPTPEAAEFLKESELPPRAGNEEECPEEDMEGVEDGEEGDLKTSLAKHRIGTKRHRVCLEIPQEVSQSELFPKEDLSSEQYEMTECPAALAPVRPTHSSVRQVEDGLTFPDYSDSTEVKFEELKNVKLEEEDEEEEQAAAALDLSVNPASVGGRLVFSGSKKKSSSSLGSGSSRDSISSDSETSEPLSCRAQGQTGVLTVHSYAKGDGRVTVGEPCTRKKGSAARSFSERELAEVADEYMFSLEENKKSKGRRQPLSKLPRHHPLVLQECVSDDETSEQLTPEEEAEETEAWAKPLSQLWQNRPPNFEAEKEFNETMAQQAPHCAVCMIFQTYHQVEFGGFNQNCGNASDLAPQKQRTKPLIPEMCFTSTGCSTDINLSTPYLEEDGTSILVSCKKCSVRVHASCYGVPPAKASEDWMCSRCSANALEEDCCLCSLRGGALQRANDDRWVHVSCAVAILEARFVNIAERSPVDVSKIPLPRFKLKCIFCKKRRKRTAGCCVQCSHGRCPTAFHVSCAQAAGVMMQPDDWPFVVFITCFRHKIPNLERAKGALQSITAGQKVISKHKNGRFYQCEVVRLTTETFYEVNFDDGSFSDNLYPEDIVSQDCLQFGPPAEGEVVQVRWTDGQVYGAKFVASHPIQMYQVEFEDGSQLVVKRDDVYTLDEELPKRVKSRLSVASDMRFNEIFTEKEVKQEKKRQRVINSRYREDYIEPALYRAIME
BLM helicase inh – qHTS Assay for Inhibitors of Bloom's syndrome helicase (BLM) | recombinant BLM DNA unwinding, fluorescence dequenching | Potency, µM (titrated, usually from 56.1 µM), for inactives: at the highest dose activity change, negative = inhibition, hits mostly inhibitors | 350,000 compounds, 0.2% hits | AID 2528, 2010;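 further: plate controls were vehicle for no effect and no enzyme for full effect; nearly all actives have a fitted effect of over 35% in size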
APEX1 inh – qHTS Assay for Inhibitors of the Human Apurinic/apyrimidinic Endonuclease 1 (APE1). DNA repair nuclease/redox regulator APEX1 (Homo sapiens), P27695. recombinant APE1, TAMRA/BHQ-2 abasic DNA cleavage fluorescence. Potency, µM (top dose mostly 65.8 µM), without a hit: at the top dose activity change, negative = inhibition, actives largely listed as inhibitors. 350,000 compounds, 0.35% hits;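 further: plate controls were vehicle for no effect and reference inhibitor for full effect; nearly all actives have a fitted effect of over 55% in size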
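Readout is kinetic fluorescence (ex 525, em 598 nm) from cleavage of 50 nM TAMRA/BHQ-2 THF abasic duplex by 0.75 nM APE1, compound added 15 min beforehand at RT.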
POLH inh – qHTS for Inhibitors of Polymerase Eta | Potency, µM (titrated, usually from 114 µM), for inactives: top-dose activity change, negative = inhibition, hits mostly inhibitors | recombinant Pol eta, fluorescent DNA replication assay | 390,000 compounds, 1.2% hits; further: on the % scale 0 is the no-effect control and ±100 the full control effect
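Pol eta (10 nM) was preincubated with compounds for 15 min at room temperature, after which fluorescent replication substrate (50 nM final) was added to start the reaction. Fluorescence was read kinetically at 0 and 10 min.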
POLI inh – qHTS for Inhibitors of Polymerase Iota | 390,000 compounds, 1% hits | AID 588590, 2011 | Pol iota fluorescent replication assay, 10 min | DNA polymerase iota (Homo sapiens), Q9UNA4 | Potency, µM (highest dose often 115 µM), without a hit: at the highest dose activity, negative = inhibition, actives largely listed as inhibitors
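Pol iota at 10 nM preincubated 15 min with compounds at room temperature; reaction started with fluorescent substrate, 50 nM final. Fluorescence read kinetically at 0 and 10 min; buffer-only wells as negative control.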
G9a inh – qHTS Assay for Inhibitors of Histone Lysine Methyltransferase G9a | Histone-lysine N-methyltransferase EHMT2 (Homo sapiens), Q96KQ7 | G9a H3K9 monomethylation, AlphaScreen, 2 h | Potency, µM (highest dose often 102 µM), for inactives: at the highest dose activity, negative = inhibition, actives largely listed as inhibitors | 350,000 compounds, 8.8% hits; further: on the % scale 0 is the no-effect control and ±100 the full control effect; nearly all actives have a fitted effect of over 75% in size
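Readings reflect AlphaScreen signal from monomethyl-H3K9 antibody detection. HMT at 20 nM; substrate b-H3K9 500 nM; cofactor SAM 20 uM; 2 h RT reaction; compounds tested as titrations in qHTS with 15 min preincubation.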
BAZ2B block – qHTS Assay for Inhibitors of BAZ2B; 360,000 compounds, 4.4% hits; Bromodomain adjacent to zinc finger domain protein 2B (Homo sapiens), Q9UIF8; Potency, µM (top dose mostly 114 µM), without a hit: at the top dose activity change, negative = inhibition, most hits filed as inhibitors; AID 504333, 2011; AlphaScreen BAZ2B-H3K14Ac peptide displacement; further: on the % scale 0 is the no-effect control and ±100 the full control effect; nearly all actives have a fitted effect of over 60% in size
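AlphaScreen displacement: compounds (up to 110uM) incubated 30 min at room temperature with a preformed 50 nM BAZ2B/50 nM biotinylated H3K14Ac peptide complex in PBS pH 7.4 with Tween-20. Donor and acceptor beads at 10 ug/mL final added, 20 min light-protected before reading.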
POLK inh – qHTS for Inhibitors of Polymerase Kappa | DNA polymerase kappa (Homo sapiens), Q9UBT6 | Potency, µM (doses to about 107 µM), without a hit: at the top dose activity, negative = inhibition, hits mostly inhibitors | purified Pol kappa, fluorescent DNA synthesis assay, 10 min | 400,000 compounds, 0.53% hits; further: on the % scale 0 is the no-effect control and ±100 the full control effect
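10 nM Pol kappa preincubated 15 min at room temperature with compounds, then reaction started with substrate at 50 nM final. Fluorescence read kinetically at 0 and 10 min; buffer-only wells served as negative control.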
Pol beta inh – qHTS Assay for Inhibitors of DNA Polymerase Beta | P06746 | Pol beta primer extension/strand displacement, fluorescence kinetic | AID 485314, 2010 | 340,000 compounds, 1.3% hits | Potency, µM (doses to about 114 µM), inactives show top-dose activity change, negative = inhibition, actives largely listed as inhibitors; further: on the % scale 0 is the no-effect control and ±100 the full control effect
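Kinetic readout of DNA synthesis with strand displacement by Pol beta. Compound and 10 nM enzyme sit 15 min at room temperature; 50 nM substrate starts the reaction, read immediately and at 10 min.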
Numbers without * were called inactive; ? = inconclusive; nt = not tested or not shown; & = joins results of further samples; [ ] = remark or other dose. The call rests on the fitted dose curve; in most records, active means well fitted curve in the direction sought with a large enough effect; inconclusive means small, poorly fitted or top-dose-only effect, or another doubt; inactive means no such curve, though single readings can be large; an effect the other way counts as inactive or inconclusive. Potency means the concentration at half of the fitted maximal effect. Not all compounds are listed; rates above refer to the full screens.

JMJD2A Tudor inh	BLM helicase inh	APEX1 inh	POLH inh	POLI inh	G9a inh	BAZ2B block	POLK inh	Pol beta inh	smiles
50.1µM*	-16.7%	27.9%	-15.0%	68.9%[activator]	31.6µM*	?	-15.3%	33.4%	COc1c(C)cccc1C(=O)NC(=S)Nc1ccccc1N1CCCC1
-22.9%	nt	nt	-14.9%	15.3%	nt	nt	-20.6%	nt	O=[N+]([O-])c1cccc2[nH]ncc12
-24.1%	-2.4%	?	-5.6%	24.8%	-50.0%	-0.9%	0.4%	-2.5%	COc1cc(C(=O)Nc2ccc(C#N)cc2)c([N+](=O)[O-])cc1OC
-21.1%	-6.4%	4.5%	-2.8%	?	11.8%[59 µM]	-6.7%	?	-0.1%	O=C1C2C3CCCC3=C3CCCC3C2C(=O)N1c1cccc(Cl)c1 (stereo unspecified)
?	-6.0%	?	-13.9%	16.6%	5.0%[2.33 µM]	-5.0%[57.1 µM]	-6.2%	12.5%	COc1ccc(NC(=S)N(CCc2nc3cc(C)c(C)cc3[nH]2)Cc2cccnc2)cc1
-24.8%	nt	17.0%	-17.8%	21.3%	16.1%[12.7 µM]	-35.6%	1.2%	nt	Cc1cc(C(=O)CN2C(=O)C(=O)N(Cc3ccco3)C2=O)c(C)n1CCc1ccccc1
-9.6%	-3.8%	17.9%	-13.7%	21.9%	-11.1%	-9.3%[57.1 µM]	3.4%	2.9%	CC(=O)c1ccc(OCc2cc(C(=O)NCCc3ccc(Cl)cc3)no2)cc1
nt	-0.5%	-3.7%	nt	nt	12.6%	-6.2%[57.1 µM]	nt	-0.6%	CC(C)(C)c1ccc(C(=O)NC(Cc2ccccc2)C(=O)O)cc1 (stereo unspecified)
39.7%[activator]	-3.1%	2.2%	-8.5%	24.6%	19.9%	6.8%	1.3%	21.6%	COc1cc(N2CCOCC2)ncn1
-15.6%	-5.5%	nt	?	21.3%	26.6%[59 µM]	-13.1%	-7.6%[60.1 µM]	4.9%	Cc1ccc(C)c(NC(=O)Cn2c(=O)nc(-c3ccccc3)c3ccccc32)c1
4.0%	-4.7%	0.1%	-15.6%	0.7%	22.2%[59 µM]	-1.7%	-5.2%	-0.4%	CC(C)c1cccc(C(C)C)c1NC(=O)COC(=O)c1ccc(OCC(=O)Nc2cccc(C(F)(F)F)c2)cc1
-41.4%	nt	-11.8%	-29.9%	21.1%	79.4µM*	-5.1%	-4.6%	nt	CN(CC(=O)Nc1ccc(F)cc1)C(=O)COC(=O)C1CCN(c2ccc(C(F)(F)F)cn2)CC1
-23.7%	-2.6%	0.1%	-10.4%	63.3%[activator]	0.9%	-3.3%	-4.7%	-8.6%	C=CCn1c(CC(C)(C)C)nc2ccccc21
-20.9%	-3.1%	2.2%	0.2%	-11.5%	15.7%[59 µM]	-5.3%	-9.1%	-18.7%	COc1ccc(NC(=O)CSc2nnc(CCC(=O)Nc3ccc(C)c(Cl)c3)n2C)cc1
-6.1%	-2.4%	-4.2%	2.5%	62.9%[activator]	nt	-2.9%	-3.9%	-2.1%	COc1cc(NS(=O)(=O)c2ccc(NC(=O)/C=C/C(=O)O)cc2)nc(OC)n1
3.8%[11.4 µM]	-5.5%	1.6%	-15.8%	101.0%[activator]	-8.4%[59 µM]	-3.6%	3.9%	-2.8%	CCOC(=O)C1(C(=O)OCC)C(c2ccccc2)CC(O)N1C(C)=O (stereo unspecified)
?	-13.1%	37.1%	50.1µM*	?	?	?	?	?	N#Cc1cccc(NC(=O)CSc2sc3c(O)cc(=O)[nH]c3c2C#N)c1
-8.3%	1.3%	15.2%	-11.1%	?	nt	?	-1.8%	1.8%	CC(=O)c1ccc(NC2c3ncccc3C(=O)N2Cc2ccc(F)cc2)cc1 (stereo unspecified)
-8.3%	-0.5%	9.2%	-8.0%	42.3%[activator]	nt	0.0%	11.6%	62.0%	COC(=O)c1cccc(NC(=O)C(C)(C)C)c1
-10.3%	-5.2%	29.8%	-8.7%	-7.4%	6.9%	-16.6%	-7.1%	0.7%	COc1ccccc1N=Nc1c(C)n[nH]c1C
-23.6%&-6.8%	nt	1.4%	1.2%	10.3%	-0.7%[0.501 µM]	-4.9%	-0.1%	nt	O=C(c1c(F)cccc1F)N1CCN(S(=O)(=O)c2ccc3c(c2)OCCO3)CC1
-9.3%	-11.2%	29.0%	-4.3%	-11.2%	6.5%	-5.8%	5.6%	4.3%	CC1=C(C(=O)OCc2ccccc2)C(c2ccc(C#N)cc2)NC(=O)N1CCCC(=O)O (stereo unspecified)
-30.4%	-1.2%	nt	-17.0%	-10.5%	3.55µM*	50.1µM*	-10.7%[60.1 µM]	-2.6%	CCOC(=O)c1cc(S(=O)(=O)NCc2cccc(Cl)c2)[nH]n1
-13.6%	-7.9%	5.7%	-12.5%	110.2%[activator]	nt	-34.0%	0.3%	21.3%	O=C(O)c1ccccc1C(=O)NCCCn1ccnc1
-2.1%	-5.6%	10.8%	-20.6%	68.1%[activator]	7.1%	-4.6%	-1.5%	17.7%	CS(=O)(=O)N(CC(=O)Nc1ccc(Br)cc1)C1CCCCC1
-15.2%	5.3%	3.1%[12.4 µM]	-17.5%	52.9%[activator]	-6.0%[59 µM]	8.1%	0.0%	25.8%	COc1ccc(-n2nc(C(=O)NCC(=O)NCCCN3CC(C)CC(C)C3)c3ccccc3c2=O)cc1 (stereo unspecified)
-5.6%	-0.8%	2.0%	-3.1%	8.4%	-7.0%	7.1%	-10.2%	-12.7%	N/C(Cc1nc(-c2ccc(Br)cc2)cs1)=N\O
6.9%	-2.5%	17.9%	-13.0%	43.0%[activator]	nt	17.1%	-8.5%	16.0%	CCN(Cc1nc(-c2ccc(Cl)cc2)no1)CC1CCCO1 (stereo unspecified)
2.0%	-6.1%	-4.1%	-20.6%	0.6%	-12.0%[59 µM]	3.3%	-13.4%	-11.1%	COc1ccc(-c2oc3c(OC)c(OC)c(OC)c(O)c3c(=O)c2OC)cc1OC
-17.4%	-6.5%	4.0%	-9.0%	13.9%	28.1%[0.501 µM]	?	-3.3%	10.6%	CC(NC(=O)/C(=C\c1cccc([N+](=O)[O-])c1)NC(=O)c1ccco1)C(=O)O (stereo unspecified)
-5.1%	0.9%	7.2%	-4.1%	46.7%[activator]	1.9%	-1.9%	4.9%	73.3%	C=CCOn1c(=O)c(-c2ccc(Cl)cc2)[n+]([O-])c2ccccc21
-17.3%	-0.1%	50.0%[activator]	2.3%	16.6%	10.1%	-16.4%	-8.0%	9.1%	COc1cccc(-c2nc(CS(=O)CC(=O)NCCc3ccc(C)cc3)c(C)o2)c1 (stereo unspecified)
-7.5%	4.7%	nt	-11.6%	-4.1%	-38.5%[59 µM]	-5.9%	-11.0%	-0.9%	O=C(c1ccccc1Cl)N1CCCCC1CCN1CCCCC1 (stereo unspecified)
-6.1%	-0.5%	1.9%	-5.0%	16.7%	6.2%[59 µM]	nt	3.9%	1.1%	O=C(C(c1ccccc1)c1ccccc1)N1CCOCC1
-26.3%	0.3%	-0.8%	-11.7%	-0.9%	-9.3%	-30.5%	-19.3%	2.1%	CCOc1ccc(S(=O)(=O)Nc2ccc(S(=O)(=O)Nc3cc(OC)ccc3OC)cc2)cc1
nt	1.6%	1.0%	nt	nt	8.5%[59 µM]	11.9%	nt	16.3%	CCOC(=O)c1cc2c(=O)n3cccc(C)c3nc2n(Cc2ccccc2Cl)c1=N
1.0%	-9.1%	-0.4%	-16.7%	101.2%[activator]	?	-0.4%	-0.4%	-2.5%	Cc1ccc(OCC(=O)O/N=C(\N)Cc2ccc([N+](=O)[O-])cc2)cc1C
-4.9%	1.5%	-10.3%	3.7%	1.3%	2.9%	-20.4%	-9.6%	-11.6%	CSC1=C(C#N)C(c2sccc2C)CC(=O)N1 (stereo unspecified)
-9.1%	-9.6%	41.6%	-6.2%	-17.2%	?	-3.5%	-14.2%	-21.5%	COC(=O)CCCN=C1SCCN1Cc1ccccc1
-5.1%	-8.1%	0.5%	-11.1%	12.2%	51.0%[59 µM]	-8.3%	-0.2%	-4.4%	CCOc1ccc(N2C(=O)CC(N3CCC(NC(=O)Nc4ccccc4)CC3)C2=O)cc1 (stereo unspecified)
-6.0%	-1.5%	3.6%	-5.8%	93.4%[activator]	32.7%[59 µM]	-15.0%	-20.1%	1.2%	CS(=O)(=O)c1ccc(C(=O)NCc2ccccc2F)cc1
?	-10.3%	nt	-5.4%	-0.6%	?	-10.2%[57.1 µM]	-3.2%	18.3%	Cc1ccc(-n2ncc(C(=O)NCc3ccco3)c2C2CCN(C(=O)OC(C)(C)C)CC2)cc1C

Quoted at random: 2 entries already listed
JMJD2A Tudor inh	BLM helicase inh	APEX1 inh	POLH inh	POLI inh	G9a inh	BAZ2B block	POLK inh	Pol beta inh	smiles
-6.1%	-2.4%	-4.2%	2.5%	62.9%[activator]	nt	-2.9%	-3.9%	-2.1%	COc1cc(NS(=O)(=O)c2ccc(NC(=O)/C=C/C(=O)O)cc2)nc(OC)n1
1.0%	-9.1%	-0.4%	-16.7%	101.2%[activator]	?	-0.4%	-0.4%	-2.5%	Cc1ccc(OCC(=O)O/N=C(\N)Cc2ccc([N+](=O)[O-])cc2)cc1C

Whole records as entered above. Order of values: JMJD2A Tudor inh | BLM helicase inh | APEX1 inh | POLH inh | POLI inh | G9a inh | BAZ2B block | POLK inh | Pol beta inh
`COc1ccc(-c2oc3c(OC)c(OC)c(OC)c(O)c3c(=O)c2OC)cc1OC` is entered as 2.0% | -6.1% | -4.1% | -20.6% | 0.6% | -12.0%[59 µM] | 3.3% | -13.4% | -11.1%
`CC(C)(C)c1ccc(C(=O)NC(Cc2ccccc2)C(=O)O)cc1` (stereo unspecified) is entered as nt | -0.5% | -3.7% | nt | nt | 12.6% | -6.2%[57.1 µM] | nt | -0.6%
`Cc1ccc(C)c(NC(=O)Cn2c(=O)nc(-c3ccccc3)c3ccccc32)c1` is entered as -15.6% | -5.5% | nt | ? | 21.3% | 26.6%[59 µM] | -13.1% | -7.6%[60.1 µM] | 4.9%
